EPAC1 antag – blocks human EPAC1 exchange factor | Potency, µM (doses to about 115 µM), for inactives: top-dose activity change, negative = inhibition, actives largely listed as inhibitors | AID 720709 | 360,000 tested, 0.14% active | EPAC1 GEF assay, Rap1b-BODIPY-GDP exchange fluorescence;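 also: potency is read from the fitted curve at half-maximal effect; plate controls were vehicle for no effect and positive control for full effect; nearly all actives have a fitted effect of over 50% in size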
Target sequence (O95398 whole entry, looked up): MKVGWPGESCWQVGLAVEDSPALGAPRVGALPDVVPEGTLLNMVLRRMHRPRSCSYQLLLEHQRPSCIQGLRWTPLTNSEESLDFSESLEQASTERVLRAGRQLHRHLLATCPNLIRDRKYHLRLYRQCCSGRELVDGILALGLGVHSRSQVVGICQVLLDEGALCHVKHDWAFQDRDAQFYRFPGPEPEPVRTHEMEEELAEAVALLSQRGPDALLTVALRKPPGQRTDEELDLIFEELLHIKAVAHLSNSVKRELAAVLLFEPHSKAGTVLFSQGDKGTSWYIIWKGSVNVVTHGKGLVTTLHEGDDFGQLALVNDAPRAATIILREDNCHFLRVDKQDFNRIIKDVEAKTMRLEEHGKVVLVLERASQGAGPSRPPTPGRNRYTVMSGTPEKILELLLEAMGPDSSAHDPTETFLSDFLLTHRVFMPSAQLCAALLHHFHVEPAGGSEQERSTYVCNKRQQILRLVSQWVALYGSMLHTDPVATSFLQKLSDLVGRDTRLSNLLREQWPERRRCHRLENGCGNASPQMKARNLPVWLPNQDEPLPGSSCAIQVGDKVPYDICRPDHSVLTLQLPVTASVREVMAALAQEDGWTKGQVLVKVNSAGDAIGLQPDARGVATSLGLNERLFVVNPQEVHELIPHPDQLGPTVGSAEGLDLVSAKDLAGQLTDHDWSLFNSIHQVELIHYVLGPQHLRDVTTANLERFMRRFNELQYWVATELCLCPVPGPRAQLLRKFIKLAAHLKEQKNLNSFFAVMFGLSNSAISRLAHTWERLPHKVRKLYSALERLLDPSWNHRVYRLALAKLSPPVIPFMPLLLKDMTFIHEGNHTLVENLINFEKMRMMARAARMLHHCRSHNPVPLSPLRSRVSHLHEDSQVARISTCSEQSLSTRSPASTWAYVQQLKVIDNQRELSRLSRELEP
WRN inhibitor – WRN helicase (human) inhibition; Q14191; WRN helicase unwinding, fluorescent forked duplex, kinetic; Potency, µM (series often up to 114 µM), for inactives: at the highest dose activity change, negative = inhibition, hits mostly inhibitors; 360,000 tested, 0.46% active; AID 651768; also: potency is read from the fitted curve at half-maximal effect; % is scaled to controls: 0 for no effect and ±100 for the full control effect; nearly all actives have a fitted effect of over 55% in size
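Primary qHTS, 1536-well format. 20 nM WRN + compound, 15 min RT; start with 100 nM forked fluorophore/quencher duplex, 2 mM ATP (final); kinetic read ex 525/em 598 nm.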
PI5P4Ka inh – blocks human PI5P4K alpha kinase activity; P48426; PI5P4Kalpha enzyme, ADP-Glo luminescence, 60 min; active compounds read low; max response, %; 330,000 tested, 1.2% active; AID 652105; active = max response of -50% or lower; inconclusive = between -30% and -50%; inactive = -30% or higher; also: value at the top dose of about 77 µM; % is scaled to controls: 0 for no effect and ±100 for the full control effect
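Luminescence from ADP-Glo served as readout of PI5P4Kalpha activity in a qHTS format. Reaction: enzyme, substrate, compound, ATP at 5 microM final, 60 min at RT.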
EPAC1 agonist – EPAC1 (human) agonism | Potency, µM (highest dose often 154 µM), without a hit: at the top dose activation, actives largely listed as activators | EPAC1 agonist qHTS, biochemical assay; response scale: 100% = response to 6.5 mM cAMP | 360,000 tested, 0.073% active; also: potency is read from the fitted curve at half-maximal effect; nearly all actives have a fitted effect of over 60% in size
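Multi-concentration qHTS readout: loss of Rap1B-bound BODIPY-GDP fluorescence driven by 100 nM EPAC1 with excess GDP (50 uM), monitored kinetically at room temperature; agonist response expressed relative to 6.5 mM cAMP.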
Abeta yeast res – restores growth of yeast expressing A-beta42 peptide. yeast expressing A-beta42, growth rescue, OD600, 48 h; response scale: 0% DMSO, 100% iron-clioquinol control. Potency, µM (top dose mostly 46.1 µM), inactives show at the highest dose growth rescue, hits mostly activators. 410,000 tested, 0.063% active; also: potency is read from the fitted curve at half-maximal effect; nearly all actives have a fitted effect of over 55% in size
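Yeast growth medium received pinned compounds, then yeast cells expressing toxic A-beta were added; plates incubated at 30 C for 48 hr. Growth read as absorbance at 600 nm, normalized to DMSO and equimolar FeCl3 plus clioquinol controls.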
aSyn rescue – rescues yeast growth from alpha-synuclein toxicity | Yeast expressing alpha-synuclein, growth rescue, BacTiter-Glo, 24 h | Potency, µM (top dose mostly 46.1 µM), without a hit: at the highest dose growth rescue (activation), actives largely listed as activators | 370,000 tested, 0.14% active; also: potency is read from the fitted curve at half-maximal effect; % of control where 0% means no effect; nearly all actives have a fitted effect of over 65% in size
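Rescue of yeast growth: cells expressing toxic alpha-synuclein, induced in galactose at OD600 0.02, incubated with compound 24 h at 30 C. ATP luminescence quantified growth; inhibitors of toxicity appear as activators.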
FUS suppressor – suppressors of FUS proteinopathy in yeast. Potency, µM (top dose mostly 76.6 µM), without a hit: at the top dose growth rescue (activation), most hits filed as activators. 390,000 tested, 0.24% active. AID 1347120. S. cerevisiae FUS-expressing, growth rescue, OD600, 24 h;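 also: potency is read from the fitted curve at half-maximal effect; plate controls were DMSO vehicle for no effect and reference control for full effect; nearly all actives have a fitted effect of over 55% in size; some results filed as inactive show a strong effect at the top dose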
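Read-out: OD at 600 nm after 24hr at 30C, reporting rescue of FUS-induced yeast toxicity. Cells at OD 0.005 in galactose (2%) minimal medium; compounds tested in a dilution series; CP55940 titration from 92uM final as control.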
PLK1 PBD block – PLK1 (human) polo-box domain binding inhibition; P53350; Plk1 PBD binding of FITC phosphopeptide, fluorescence polarization; Potency, µM, for inactives: max response, negative = inhibition, hits mostly inhibitors; 360,000 tested, 2.8% active; also: potency is read from the fitted curve at half-maximal effect; series mostly up to about 57 µM; % is scaled to controls: 0 for no effect and ±100 for the full control effect; nearly all actives have a fitted effect of over 65% in size
IL2 activator – activates IL-2 in a cell-based reporter assay. 360,000 tested, 0.065% active. IL-2 activation reporter assay, cell-based qHTS; stimulated with anti-CD3/CD4/CD28 beads; in transgenic mouse T cells. AID 652025. activation, % (series mostly up to about 46 µM); in the data active = activation above about 50%; inconclusive = mostly about 30% to 49%; also: 0% is about no effect
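Unstimulated transgenic mouse T cells preincubated 60 min with compound, then stimulated with anti-CD3/anti-CD4-coated beads plus anti-CD28 for 18 h at 37 degrees C. IL-2 response read as EGFP and DsRed fluorescence by plate cytometry.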
An asterisk follows results filed as active; ? = inconclusive; . = no result given; & = joins results of further samples; [ ] = remark or other dose. Unless noted, calls follow the shape of the dose curve; as a rule, active = well fitted curve in the direction sought with a large enough effect; inconclusive = small, poorly fitted or top-dose-only effect, or another doubt; inactive = no such curve, though single readings can be large; an effect the other way counts as inactive or inconclusive.

Each structure is followed by: PI5P4Ka inh	PLK1 PBD block	WRN inhibitor	EPAC1 antag	aSyn rescue	Abeta yeast res	IL2 activator	FUS suppressor	EPAC1 agonist
COc1cc(C(=O)OCC#N)ccc1OCc1c(C)noc1C
→ -2.2	-14.6%	-4.2%	-29.6%	-5.3%	1.4%	-0.6	3.6%	-5.6%
C[C@@H]1C=C(C(=O)N2CCOCC2)O[C@H](OCc2ccc(CO)cc2)C1
→ 0.0	1.7%	8.8%	-18.7%	-0.4%	-5.4%	1.4	-3.4%	-7.3%
O=C(CN1C(=O)NC2(CCCC2)C1=O)Nc1ccc(S(=O)(=O)N2CCOCC2)cc1
→ -2.2	-24.7%	3.9%[57.1 µM]	-5.4%	3.7%	-4.1%	0.0	-14.1%	-5.4%
Cc1c(NC(=O)c2cc(=O)[nH]c(=O)[nH]2)c(=O)n(-c2ccccc2)n1C
→ -1.4	-1.1%	-6.1%	-5.6%	-2.4%	0.4%	-1.0	-40.0%	-5.3%
COc1cc2c(cc1OC)CN(C(=O)c1sc(-c3cnccn3)nc1C)CC2
→ 1.9	-1.6%	5.8%	3.6%	-0.2%	-13.1%	0.2	24.4%	-2.3%
COC(=O)c1sc2cc(=O)n(-c3cccc(C(F)(F)F)c3)nc2c1O
→ -27.0	?	-26.7%	-3.6%	0.3%	-5.2%	1.2	31.2%	-0.8%
Cc1c(C(=O)OCCOc2ccc(Br)cc2)sc(=S)n1C
→ 14.6	-7.0%	1.8%	-23.4%	0.6%	-0.7%	-1.8	-31.5%	3.3%
COc1ccc2c(c1)Cc1c-2cc(Br)c(N)c1Br
→ -2.6	4.1%	-3.2%	6.2%	-9.6%	3.1%	-1.3	-12.0%	1.5%
COc1ccc2oc3ccccc3c(=O)c2c1
→ 6.4	-3.4%	2.6%	3.4%	7.5%	1.4%	0.2	-23.3%	-4.2%
Cc1ccc(NC(=O)C(C)Sc2nc(=O)cc(N)n2-c2ccccc2)cc1 (stereo not drawn)
→ -0.6	-4.9%	-3.8%	-1.9%	-2.5%	-13.0%&-12.9%	-1.6	?	-0.6%
Cc1cc(N2CCN(C)CC2)ccc1NC(=O)c1c2c(nc3ccccc13)CCN(Cc1ccccc1)C2
→ -8.6	1.9%	-29.4%	-21.7%	4.1%	3.9%	-5.1	-0.9%	7.0%
O=C(CN1CCN(C(=O)c2ccccc2Cl)CC1)Nc1cccc(S(=O)(=O)N2CCCC2)c1
→ 3.1	2.9%	-3.1%	1.0%	4.2%	-0.1%	0.6	9.4%	-2.4%
COC(=O)c1c(CSc2ccc(C)c(C)c2)noc1C(=O)NCc1ccc(OC)cc1
→ 7.8	-1.0%	-2.8%	5.0%	8.9%	-6.5%	-0.4	27.3%	3.5%
O=C(NCc1ccccc1)c1cc(=O)[nH]c2ccccc12
→ -1.6	-6.7%	6.3%	3.8%	-15.8%	-4.3%	-0.2	14.3%	4.8%
COc1ccc(S(=O)(=O)N(CC(=O)Nc2cc(C)on2)Cc2ccccc2)cc1
→ .	-4.6%	-13.4%	-11.3%	4.3%	10.0%	-1.8	15.1%	6.2%
Cc1ccc(S(=O)(=O)N(C)C)cc1NC(=O)CSc1nc2ncc(Cl)cc2[nH]1
→ 1.0	-24.3%	-23.7%	46.3%[activator]	-6.9%	1.7%	1.2	19.5%	?
C[C@H](NS(=O)(=O)c1ccc(Cl)cc1)C(=O)OCC(=O)NC(=O)Nc1ccc2c(c1)OCCO2
→ 1.7	-7.1%	-29.5%[57.1 µM]	0.2%	4.5%	3.4%	-0.3	25.1%	6.7%
CCCCc1cc(=O)oc2cc(OCC(=O)NC(Cc3c[nH]c4ccc(O)cc34)C(=O)O)ccc12 (stereo not drawn)
→ -0.2	-7.8%	-10.6%	-5.6%	-0.7%	-5.4%	2.1	1.0%	3.2%
CCN(CC)C(=O)C1=C(C)N(Cc2ccc(OC)cc2)C(=O)C(CC(=O)NCc2ccco2)C1 (stereo not drawn)
→ 4.4	5.5%	0.8%	7.9%	0.7%	-2.7%	1.3	-13.5%	13.3%
NS(=O)(=O)c1ccc(NC(=O)COC(=O)c2cnccn2)cc1
→ ?	-1.5%	-2.7%[57.1 µM]	-29.2%	1.8%	10.2%	0.1	11.0%	8.7%
COc1ccc2nc(SCC(N)=O)cc(C)c2c1
→ 3.7	-19.6%	2.6%	-4.2%	6.4%	?	-0.4	23.0%	0.0%
CCc1c(C)nc2ncnn2c1N1CCC(C(=O)N2CCN(c3ccc(F)cc3)CC2)CC1
→ .	-10.3%	-8.8%	-1.7%	6.2%	-8.0%	-0.5	20.6%	-2.0%
Cc1ccc(C(=O)Nc2ccc(C(=O)O)cc2)cc1S(=O)(=O)NCc1ccccc1
→ -2.1	-0.8%	-29.4%	37.3%[activator]	0.2%	-8.8%	535.2*	5.2%	11.8%
CCOc1ccccc1CNCCNC(=O)c1nonc1N
→ 1.2	2.4%	-8.8%	-14.6%	-4.4%	-3.1%&-21.9%	1.5	-0.6%&16.4%	2.3%
Cc1c(NC2=CC(=O)CCC2)c(=O)n(-c2ccccc2)n1C
→ 1.9	-10.7%	12.1%	-1.8%	-1.1%	-21.9%	-0.2	5.2%	0.3%
Cc1ccc(S(=O)(=O)NCCC(=O)NC2CC2)cc1
→ 2.9	-1.4%	-1.2%	?	3.0%	-14.4%	0.5	-21.5%	9.8%
CCNC(=O)N(CC)C[C@H]1N[C@@](C)(C(=O)OC)[C@H]2C(=O)N(Cc3ccccc3)C(=O)[C@@H]12
→ 4.8	-12.9%	-0.6%	-5.1%	-5.6%	-7.6%	0.1	-28.3%	-11.0%
CSc1ccc(CN(C)C(=O)c2cc3ccccc3o2)cc1
→ -11.0	-10.8%	-30.6%	-3.4%	12.3%	-0.2%	-2.4	27.9%	17.3%
CC(C)CN(C(=O)Cn1ccccc1=O)C1CCS(=O)(=O)C1 (stereo not drawn)
→ 0.1	-5.8%	3.0%	23.0%	0.2%[1.84 µM]	2.5%	0.4	-10.0%	3.7%
Cc1ccc(/C=N/NC(=O)C(=O)N/N=C/c2ccc(C)o2)o1
→ -0.1	-4.4%	-2.3%[57.1 µM]	-25.8%	0.5%	5.2%	-2.9	-1.4%	3.3%
CCOC(=O)N1CCN(C(=O)CNS(=O)(=O)c2cccs2)CC1
→ -0.8	3.1%	3.4%	16.1%	6.7%	20.3%	-2.9	1.8%	-4.8%
O=C1Nc2ccccc2N(O)N1c1ccc(Cl)c(Cl)c1
→ -0.1	-3.7%	-11.3%	-1.2%	1.1%	-2.5%	-0.4	-3.0%	8.4%
N#C/C(=C/c1ccc(-c2ccc([N+](=O)[O-])cc2)o1)C(=O)Nc1nc(-c2cccs2)cs1
→ -65.7*	?	?	-10.2%	-13.7%	-9.3%	-0.1	28.6%	-10.8%
COc1ccc2c(c1)[nH]c1c(=O)n(CCCn3ccnc3)cnc12
→ 8.2	-2.6%	-0.2%	-0.5%	0.0%	12.4%	-0.1	-7.0%	1.8%
CS(=O)(=O)NNC(=O)Cn1nnc(-c2ccc(OCc3ccccc3Cl)cc2)n1
→ -1.5	-9.0%	-2.3%	-5.2%	-9.3%	-3.7%	1.0	28.7%	-3.0%
C/C(Cc1ccccc1)=N\NC(=O)CNC(=O)c1ccc(F)cc1
→ -6.4	-13.8%	-0.1%	-29.9%	-1.1%	5.8%	-2.6	0.3%	3.0%
CCOC(=O)N1CCN(c2cc(N)c([N+](=O)[O-])cc2F)CC1
→ .	-3.0%	-2.7%	3.6%	0.2%	8.2%	-1.4	15.8%	-4.0%
COCCNC(=O)CCC1CCN(C/C=C/c2ccccc2OC)CC1
→ -8.9	-8.4%	10.8%	16.5%	0.0%	3.0%	-2.3	32.5%	-9.3%
CC(NS(=O)(=O)c1ccccc1)C(c1cccs1)N1CCOCC1 (stereo not drawn)
→ 2.9	-4.7%	-4.4%	6.6%	0.5%	5.4%	-1.1	-18.1%	-6.5%
COc1ccc(C(=O)c2no[n+]([O-])c2C(=O)c2ccc(OC)cc2)cc1
→ -14.9	?	?	-9.6%	-80.4%[inhibitor]	-82.2%[inhibitor]	-7.2	.	19.8%
CCC(C)(C)NC(=O)C(c1ccc(OC)cc1)N(C(=O)CCC(=O)Nc1cc(C)on1)C(C)(C)C (stereo not drawn)
→ 0.7	-3.3%	-4.6%	-4.2%	5.4%	0.3%	1.5	27.7%	-8.8%
COc1ccc(C(=O)C(C)[n+]2ccc(-c3nnc4n3CCCCC4)cc2)cc1 (stereo not drawn)
→ -4.0	-6.2%	-1.0%	3.7%	6.7%	-3.4%	0.8	14.5%	-2.3%
Cc1c(/C=C/C(=O)c2ccc(C(C)C)cc2)cnn1C
→ -2.0	-14.7%	-5.5%	-15.4%	22.9%	-5.1%	-4.6	15.2%	1.6%
COc1ccc(S(=O)(=O)N2CCOC23CCN(C(=O)c2ccccc2OC)CC3)cc1
→ -6.8	-2.8%	-2.9%	-17.1%	9.2%	3.0%	0.9	5.6%	10.9%
CCCCOC(=O)Nc1nc(C)c(C(=O)OCC)s1
→ -0.2	-8.4%	-15.8%	-6.9%	-3.3%	12.3%	1.8	.	0.6%
CC(C)OC(=O)C1CC=CCC1C(=O)Nc1ccc(Cl)cc1 (stereo not drawn)
→ 2.1	-5.2%	-2.5%	-3.5%	0.8%	16.5%	0.9	-4.1%	9.1%
CC(c1nc2ccccc2[nH]1)n1c(-c2ccncc2)nc2ccccc21 (stereo not drawn)
→ -6.6	-7.0%	0.7%	-8.4%	-0.7%	-9.0%	-0.7	-6.7%	-0.8%
CCCc1c(-c2ccccc2Br)ncn1Cc1ccccc1OC
→ 0.2	-6.8%	-0.1%	0.1%	0.7%	7.9%	-0.9	2.3%	-5.6%
Cc1cc(=O)[nH]c(SCCCOc2ccc(F)cc2)n1
→ .	-6.5%	-1.1%	-1.3%	3.1%	-6.8%	-1.6	9.4%	7.4%

Source: PubChem (National Center for Advancing Translational Sciences (NCATS))
